HTT ATP protect: cytoprotection in Huntington HTT-Q103 PC12 cell model; PC12 HTT-Q103 induced, cytoprotection, ATP luminescence, 40 h; Potency, µM (doses to about 56.4 µM), inactives show cytoprotection (ATP increase), actives largely listed as activators; hit rate 0.14% among 230,000; AID 1471;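 note: potency is the fitted concentration of half-maximal effect; % of control where 0% means no effect; nearly all actives have a fitted effect of over 45% in size; toxic huntingtin expression switched on by the ecdysone agonist tebufenozide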
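Quantitative HTS on tebufenozide-induced (100 nM) PC12 cells expressing HTTQ103 exon 1–GFP; compounds tested as a concentration series; survival measured via cellular ATP.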
GAA inh: alpha-glucosidase (human) inhibition; P10253; purified human GAA, 4-MU-alpha-glucoside fluorescence; Potency, µM (series often up to 76.9 µM), inactives show at the highest dose activity change, negative = inhibition, usual class: inhibitors; hit rate 0.005% among 200,000; AID 1466;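 note: potency is the fitted concentration of half-maximal effect; plate controls were uninhibited enzyme wells for no effect and no-enzyme background for full effect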
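Activity normalized between no-enzyme (basal) and enzyme-only wells. Conditions: 4 nM human enzyme, 400 uM fluorogenic substrate, citrate/phosphate pH 5.0 with Tween-20, 20 min room temperature, compounds up to 77 uM.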
Lamin A splicing: changes lamin A minigene splicing in HeLa cells; HeLa LMNA splicing GFP/RFP minigene ratio, 48 h; Potency, µM (doses to about 46.1 µM), without a hit: at the top dose ratio change, negative = inhibition, actives largely listed as inhibitors; hit rate 0.01% among 200,000; active = well fitted inhibition curve with a large enough effect in the signal ratio, with a control signal flat, not every such curve was filed as active; inconclusive = small, poorly fitted or top-dose-only effect, or effect the other way, or a change in a side signal; the % refers to the signal ratio; note: potency is the fitted concentration of half-maximal effect; % is set by controls: 0 for no effect and ±100 for the full control effect
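Read-out is the ratio of GFP to DsRed2 object intensity, acquired by 488 nm laser-scanning cytometry on HeLa lamin A-EGFP minigene reporter cells. Compound incubation 48 hrs at 37 °C in Opti-MEM with 2% FBS; DMSO 0.5% final.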
HttQ103 aggreg: mutant huntingtin aggregation inhibition. hit rate 1.1% among 220,000. AID 1688. PC12 HttQ103-GFP aggregates, Acumen cytometry, 40 h. Potency, µM (top dose mostly 46.1 µM), for inactives: at the top dose activity change, negative = inhibition, hits mostly inhibitors; note: potency is the fitted concentration of half-maximal effect; % is set by controls: 0 for no effect and ±100 for the full control effect; nearly all actives have a fitted effect of over 60% in size
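Compounds (qHTS titration) were added to PC12 cells expressing an ecdysone-driven HTT exon 1 Q103–GFP fusion after induction with 100 nM tebufenozide. Aggregate formation was measured as GFP objects in cell lysates.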
GAA spleen mod: lysosomal alpha-glucosidase (human) modulation; human spleen homogenate, 4-MU-alpha-glucoside fluorescence; P10253; hit rate 0.006% among 240,000; Potency, µM (top dose mostly 79.9 µM), for the others: at the top dose activity change, negative = inhibition, actives largely listed as inhibitors;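 note: potency is the fitted concentration of half-maximal effect; 0% = enzyme with vehicle and -100% = no enzyme basal signal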
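AC50 values come from Hill-equation fits of concentration-response data, normalized to no-enzyme and full-activity controls. Enzyme source: 1 ug human spleen homogenate; 1 mM fluorogenic 4-MU glucoside, pH 5.0 citrate buffer, 37 C, 40 min.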
GAA glycogen: alters human alpha-glucosidase cleavage of glycogen; P10253; recombinant GAA, glycogen substrate, Amplex Red glucose oxidase fluorescence; Potency, µM (series often up to 76.4 µM), without a hit: at the top dose activity change, negative = inhibition, usual class: inhibitors; hit rate 0.38% among 300,000;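 note: potency is the fitted concentration of half-maximal effect; 0% = full enzyme reaction and -100% = no-enzyme basal signal; the screen sought inhibitors and activators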
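Recombinant human enzyme (4 nM); glycogen substrate; 37 C, 40 min, pH 5.0. Readout: coupled glucose oxidase/Amplex Red fluorescence.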
CBFb RUNX1 block: inhibitors of human CBF-beta and RUNX1 interaction; Potency, µM (titrated, usually from 59.8 µM), for inactives: at the highest dose activity, negative = inhibition, hits mostly inhibitors; AlphaScreen CBFb-His/RUNX1-biotin binding, biochemical; 230,000 tested, under 10 active; Q01196+Q13951; note: % of control where 0% means no effect
Target sequence (Q01196 whole entry, looked up): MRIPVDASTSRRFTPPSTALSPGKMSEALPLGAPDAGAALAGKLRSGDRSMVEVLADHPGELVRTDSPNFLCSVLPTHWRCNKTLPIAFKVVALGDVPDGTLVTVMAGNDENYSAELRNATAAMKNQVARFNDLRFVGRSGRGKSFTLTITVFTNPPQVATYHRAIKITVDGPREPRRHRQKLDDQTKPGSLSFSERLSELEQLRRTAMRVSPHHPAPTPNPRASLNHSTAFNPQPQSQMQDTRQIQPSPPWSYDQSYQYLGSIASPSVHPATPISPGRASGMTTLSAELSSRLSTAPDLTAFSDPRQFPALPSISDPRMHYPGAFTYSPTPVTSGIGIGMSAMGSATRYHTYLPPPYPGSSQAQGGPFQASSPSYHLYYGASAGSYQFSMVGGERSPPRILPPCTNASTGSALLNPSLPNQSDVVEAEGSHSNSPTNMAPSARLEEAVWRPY
Target sequence (Q13951 whole entry, looked up): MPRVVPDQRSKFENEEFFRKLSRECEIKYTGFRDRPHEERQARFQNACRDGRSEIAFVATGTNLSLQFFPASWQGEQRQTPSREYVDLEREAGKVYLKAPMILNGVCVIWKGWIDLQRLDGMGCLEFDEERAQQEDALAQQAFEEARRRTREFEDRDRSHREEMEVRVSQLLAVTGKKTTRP
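AlphaScreen binding: CBFb-His and RUNX1-biotin (30 nM each) preincubated 20 min, compound added for 15 min, then nickel and streptavidin beads for 90 min, all at room temperature. Disruption of the interaction by any mechanism counts as activity.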
Starred values were filed as active, the others as inactive; ? = inconclusive; . = no result given; & = joins results of further samples; [ ] = another dose, or the depositor's remark. Unless noted, calls come from the whole dose curve; as a rule, active = well fitted curve in the direction sought with a large enough effect; inconclusive = small, poorly fitted or top-dose-only effect, or another doubt; inactive = no such curve, though single readings can be large; an effect the other way counts as inactive or inconclusive.

SMILES	HTT ATP protect	GAA inh	Lamin A splicing	HttQ103 aggreg	GAA spleen mod	GAA glycogen	CBFb RUNX1 block
Cc1cc2cc3c(cc2nc1SCC(=O)OC(C)C)OCCO3	15%	-7%	-1%	-11%	1%	-3%	19%
C=CCn1c(NCc2ccc3c(c2)OCO3)nc2ccccc21	-38%[inhibitor][10 µM]	-2%	-2%	-24%	-3%	-7%	-22%
Brc1ccc(-c2cn3ccccc3n2)cc1	-30%[10 µM]	.	.	-4%[9.22 µM]	-2%	1%	-1%
COc1ccc(-c2nn(-c3ccccc3C)cc2CNC(C)Cn2cncn2)cc1F (stereo not drawn)	17%[10 µM]	2%	-12%[46 µM]	6%[9.22 µM]	10%	-5%	6%
O=S(=O)(c1cnc[nH]1)N1CCN(c2ccc(Cl)cc2)CC1	-20%	-10%	-8%	5%	1%	16%	1%
CCC1C/C(=C/c2cccs2)C(=O)/C(=C/c2cccs2)C1 (stereo not drawn)	-3%[10 µM]	-4%	?	-11%	-25%	-9%	-15%
O=C(Cc1cccs1)Nc1ccc(S(=O)(=O)Nc2ncccn2)cc1	-57%[inhibitor]	-9%	14%	-7%	-5%	5%	-24%
O=C(COC(=O)CCc1ccc(S(=O)(=O)N2CCOCC2)cc1)NC1CCCCCC1	.	2%	-7%	1%	1%	-1%	7%
CC(=O)Nc1ccc(NC(=O)c2c(C)nn(-c3ccccc3)c2Cl)cc1C	-7%[10 µM]	12%	.	-6%[9.22 µM]	0%	-2%	3%
COc1cc(-c2cc(-c3ccccc3)nc(SCC(=O)Nc3nccs3)c2C#N)cc(OC)c1OC	-33%	9%	16%	25%	-6%	3%	7%
CCC(C)[C@H](NC(=O)Nc1ccc(Oc2ccccc2)cc1)C(=O)O (stereo partly drawn)	-8%	2%	11%[0.0737 µM]	-8%	-6%	-4%	4%
COCCSc1ccccc1C(=O)NCC1CCCO1 (stereo not drawn)	9%	5%	-7%	28%	10%	5%	-3%
COc1ccc(-c2nnc3ccc(SCC(=O)N4CCCCCC4)nn23)cc1OC	-4%	4%	-12%	-4%	0%	4%	5%
NC(=O)CSc1nc2ccccc2n1Cc1ccccc1F	-3%[0.074 µM]	0%	-2%	-10%	-5%	-8%	11%
COc1ccc(Cn2c(=O)[nH]c3cc(C(=O)NCCCN4CCCC4=O)ccc3c2=O)cc1	-11%	?	-3%	15%	-3%	6%	5%

Profiles as entered above. Values in the order: HTT ATP protect	GAA inh	Lamin A splicing	HttQ103 aggreg	GAA spleen mod	GAA glycogen	CBFb RUNX1 block
Listed for `COc1ccc(-c2nn(-c3ccccc3C)cc2CNC(C)Cn2cncn2)cc1F` (stereo not drawn) : 17%[10 µM]	2%	-12%[46 µM]	6%[9.22 µM]	10%	-5%	6%
Listed for `COc1ccc(Cn2c(=O)[nH]c3cc(C(=O)NCCCN4CCCC4=O)ccc3c2=O)cc1` : -11%	?	-3%	15%	-3%	6%	5%
Listed for `CCC1C/C(=C/c2cccs2)C(=O)/C(=C/c2cccs2)C1` (stereo not drawn) : -3%[10 µM]	-4%	?	-11%	-25%	-9%	-15%
Listed for `O=C(COC(=O)CCc1ccc(S(=O)(=O)N2CCOCC2)cc1)NC1CCCCCC1` : .	2%	-7%	1%	1%	-1%	7%
Listed for `CC(=O)Nc1ccc(NC(=O)c2c(C)nn(-c3ccccc3)c2Cl)cc1C` : -7%[10 µM]	12%	.	-6%[9.22 µM]	0%	-2%	3%

New compounds follow:
SMILES	HTT ATP protect	GAA inh	Lamin A splicing	HttQ103 aggreg	GAA spleen mod	GAA glycogen	CBFb RUNX1 block
O=C(COc1ccccc1)NNC(=O)c1cc2ccccc2o1	-20%[10 µM]	-12%	9%	0%	-2%	0%	8%
Cn1c(=O)oc2cc(S(=O)(=O)NCCN3CCN(c4ccccc4F)CC3)ccc21	-1%	-3%[15.4 µM]	-10%	4%	-9%	7%	-6%
CCOC(=O)c1ccc(NC(=S)NC(=O)COc2ccccc2)cc1	.	-15%	5%	?	3%	-10%	3%
CC1(C)CC(=O)C(C=NCCN2CCN(C(=O)NC34CC5CC(CC(C5)C3)C4)CC2)=C(O)C1	-20%	-1%	-4%	-11%	-6%	-4%	7%
Cc1ccc(C)c(C(=O)NC(C)CCc2ccccc2)c1 (stereo not drawn)	10%	-2%	.	13%	-2%	-1%	7%
O=C(CCOc1ccccc1)Nc1cccc([N+](=O)[O-])c1	-8%[10 µM]	-9%	.	24%	4%	10%	-14%
CC(OC(=O)c1cc2sccc2n1C)C(=O)NC(C)(C)C (stereo not drawn)	6%[10 µM]	-1%	-8%[46 µM]	-10%[9.22 µM]	-1%	-11%	8%
CCN(CC)C(=O)CSc1nnc(-c2cc(-c3ccc(Cl)cc3)nc3ccccc23)o1	-11%[10 µM]	-7%	7%	4%	6%	3%	11%
COC(=O)c1cc(C(=O)OCC(=O)N(C)C2CCS(=O)(=O)C2)cc([N+](=O)[O-])c1 (stereo not drawn)	-12%[10 µM]	?	.	14%	2%	12%	3%
CC(C)(C)C(=O)Nc1nnc(Cc2ccccc2)s1	9%[10 µM]	3%	-5%	-15%	-3%	4%	13%
C/C(=N\NC(=O)Cc1cccn1C)c1ccc([N+](=O)[O-])cc1	5%[10 µM]	4%	.	-2%[9.22 µM]	-5%	1%	-25%
Cc1cc(/C=C2\SC(=S)NC2=O)c(C)n1C1CC1	-51%[inhibitor]	-13%	-3%	19%	-10%	-8%	-13%
Cc1ccc(-n2nc(C(=O)c3ccccc3)n3c(=O)cc(-c4ccccc4)nc23)cc1	-15%	-2%	5%	24%	9%	4%	-1%
CC(O)CN(Cc1cccc(Cl)c1)CC(C)O (stereo not drawn)	-2%[0.074 µM]	0%	-14%	19%	-1%	-4%	8%
Cc1ccc(S(=O)(=O)N(C)C)cc1NC(=O)COC(=O)C1COc2ccccc2O1 (stereo not drawn)	-1%	-5%	2%[46 µM]	-10%	1%	-23%	-1%
Cc1ccc(C(=O)CSc2nnc(C(C)C)n2C)cc1C	1%[10 µM]	6%	.	30%[9.22 µM]	1%	-1%	1%
COC(=O)c1ccc(C2c3c(oc4ccc(F)cc4c3=O)C(=O)N2CCO)cc1 (stereo not drawn)	-6%	-3%	?	14%	-5%	6%	3%
CC(C)CC(=O)Nc1cc2nn(-c3ccccc3)nc2cc1Cl	-11%	2%	3%	4%	-3%	1%	1%
O=C(O)c1cc2cccc(S(=O)(=O)N3CCOCC3)c2cc1O	-9%	-15%	0%	19%	0%	-17%	-1%
CCC(C)N1C(=O)CCC1C(=O)O (stereo not drawn)	-2%	-4%	0%	9%	3%	0%	12%
COc1ccc(CC(=O)Nc2nnc(-c3cccc([N+](=O)[O-])c3)s2)cc1	.	-2%	1%	-8%	3%	-3%	6%[2.36 µM]
O=c1cc(-c2ccccc2)oc2cc(OCc3ccccc3)cc(O)c12	-7%[10 µM]	14%	16%[46 µM]	32%[9.22 µM]	-7%	2%	18%
COc1cc(OC)c(S(=O)(=O)Nc2ccccc2NC(=O)CN2CCOCC2)cc1NC(C)=O	15%[10 µM]	-2%	.	9%[9.22 µM]	6%	-11%	6%
NC(=O)c1cnn(Cc2ccc(Cl)cc2)c1N	-14%[10 µM]	-1%	-11%	9%	2%	3%	4%
CSc1nc2ccc3nc(NC(=O)c4ccccc4)sc3c2s1	-56%[inhibitor]	-3%	4%	7%	6%	5%	0%
Fc1ccccc1CNc1cc(Cl)cc(Cl)c1	-14%	-1%	1%	12%	1%	1%	-2%
CC(C)(C)C1(O)CC(C(F)(F)F)=NN1C(=O)CCc1ccccc1 (stereo not drawn)	.	8%	13%[46 µM]	.	-4%	-12%	7%
Cc1ccc(C)n1C1CCS(=O)(=O)C1 (stereo not drawn)	27%	1%	?	32%	3%	27%	1%
COc1cccc(N=Cc2ccc(O)cc2O)c1	3%	-8%	-2%	12%	2%	-16%	-5%
O=C(O)CCC(=O)N1CCCC1	7%	-6%	.	2%	2%	0%	-4%
C[n+]1c2n(c3ccccc31)N=C(c1ccc(Br)cc1)CS2	-12%[10 µM]	3%	-21%	32µM*	-3%	-3%	-1%
CC(C)CCC1(CCNC(=O)c2cccs2)CCOC(C)(C)C1 (stereo not drawn)	3%[10 µM]	.	.	6%[9.22 µM]	-2%	-2%	13%
OC[C@@H]1[C@@H](c2ccc(F)cc2)C(c2ccc(F)cc2)=NN1c1ccccc1	-185%[inhibitor]	.	.	.	8%[119 µM]	.	?
CC(C)NS(=O)(=O)c1ccc(NC(=O)C2CCCCC2)cc1	4%	-5%	2%	-7%	-1%	6%	2%
COc1ccc(OCCOc2ccc(C)nc2[N+](=O)[O-])cc1	18%[10 µM]	0%	-4%	-4%	3%	3%	-13%
CSCCC1NC(=O)N(CC(=O)Nc2c(Cl)cc(Cl)cc2Cl)C1=O (stereo not drawn)	11%	4%	7%	-4%	-7%	-3%	2%
COc1ccc(CCN2C(=O)C(O)=C(C(C)=O)C2c2ccccc2OC)cc1OC (stereo not drawn)	-8%	-2%	-6%	18%	-2%	7%	1%
CC(C)(C)CC(C)(C)NC(=S)Nc1ccc2nc(-c3ccccn3)c(-c3ccccn3)nc2c1	-43%[inhibitor]	-7%	12%	8%	0%	?	-4%
C/C(CC(=O)NCc1ccccc1)=N\NC(N)=S	-13%	-3%	.	-19%	4%	-2%	4%
COC(=O)CN1C(=O)C2(OCCCO2)c2ccccc21	-3%[0.074 µM]	4%	1%	-16%	-1%	-1%	10%
COc1ccc2[nH]cc(CCNc3ncnc4ccc(-c5ccc(C(=O)N(C)C)cc5)cc34)c2c1	-36%[inhibitor]	.	?	.	12%	.	.
COC(=O)C1=C(C(=O)OC)[C@@H]2N(C)c3ccccc3[C@@]23C[C@@H](C(=O)OC)N(C(=O)CC(C)C)C3=N1	-3%&-8%[10 µM]	.	?	-4%[9.22 µM]	0%[17.4 µM]	-8%	1%[13.1 µM]
O=C(c1cc(Cl)nc2ccccc12)N1CCCCC1	-31%	4%	1%[0.0737 µM]	10%	-11%	9%	10%
CCOc1ccc(C(C)NC(=O)Cc2ccccc2)cc1OCC (stereo not drawn)	.	?	?	-1%	-5%	-10%	-3%
COC(=O)c1cc(NC(=O)c2ccc(-c3ccccc3)cc2)ccc1Cl	19%[10 µM]	1%	?	0%	-1%	7%	4%
COc1ccc(CC(C)N2CCN(Cc3ccccc3)CC2)c(OC)c1 (stereo not drawn)	-11%	0%	-2%	13%	2%	2%	9%
Cc1ccccc1OCCCC(=O)NCc1ccco1	15%	-1%	0%	-3%	-10%	2%	0%
